OTUD3 inh – inhibitors of human OTUD3 deubiquitinase; Q5T2D3; purified OTUD3, Ub-rhodamine fluorescence, 2 h; inhibition, % at 25 µM; 47,000 compounds, 0.7% hits; AID 1645858
UCHL1 inh – blocks human UCHL1 ubiquitin-rhodamine cleavage. inhibition, % at 20 µM. AID 1645859. 47,000 compounds, 0.2% hits. purified UCHL1, Ub-rhodamine cleavage fluorescence
Target sequence (P09936 whole entry, looked up): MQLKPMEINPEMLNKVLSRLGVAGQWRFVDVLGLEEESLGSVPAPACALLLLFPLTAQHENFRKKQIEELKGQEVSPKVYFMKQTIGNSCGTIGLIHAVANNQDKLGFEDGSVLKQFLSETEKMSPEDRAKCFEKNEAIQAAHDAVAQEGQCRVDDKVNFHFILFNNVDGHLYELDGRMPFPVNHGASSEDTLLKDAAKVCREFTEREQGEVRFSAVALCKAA
USP28 inh – human USP28 deubiquitinase inhibition. 47,000 compounds, 3% hits. inhibition, % at 25 µM. purified USP28, Ub-rhodamine cleavage fluorescence, 30 min. Q96RU2
USP30 inh – inhibitors of human USP30 deubiquitinase; inhibition, % at 25 µM; Q70CQ3; 47,000 compounds, 5.3% hits; purified USP30, Ub-rhodamine cleavage fluorescence; AID 1645860
Target sequence (Q70CQ3 whole entry, looked up): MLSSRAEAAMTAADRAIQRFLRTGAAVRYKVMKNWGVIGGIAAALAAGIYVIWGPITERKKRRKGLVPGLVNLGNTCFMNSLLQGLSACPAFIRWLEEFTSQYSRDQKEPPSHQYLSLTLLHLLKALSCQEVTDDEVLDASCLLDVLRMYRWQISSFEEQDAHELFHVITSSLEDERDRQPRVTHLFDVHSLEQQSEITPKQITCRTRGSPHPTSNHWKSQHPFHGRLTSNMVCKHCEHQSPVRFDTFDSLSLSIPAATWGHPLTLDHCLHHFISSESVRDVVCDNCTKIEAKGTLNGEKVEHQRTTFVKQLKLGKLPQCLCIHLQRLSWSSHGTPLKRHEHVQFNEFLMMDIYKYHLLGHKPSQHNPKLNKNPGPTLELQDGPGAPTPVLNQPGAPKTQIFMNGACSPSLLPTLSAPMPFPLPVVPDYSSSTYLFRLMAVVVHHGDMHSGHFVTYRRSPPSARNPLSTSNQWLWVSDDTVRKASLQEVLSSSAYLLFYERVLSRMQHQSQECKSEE
USP10 inh – blocks human USP10 ubiquitin-rhodamine cleavage; Q14694; purified USP10, Ub-rhodamine fluorescence, 60 min; 47,000 compounds, 1.1% hits; inhibition, % at 20 µM
USP7 block – inhibitors of human USP7 deubiquitinase; Q93009; purified USP7, Ub-rhodamine cleavage fluorescence; inhibition, % at 20 µM; 47,000 compounds, 0.3% hits; AID 1645854
USP17 inh – blocks human USP17 ubiquitin-rhodamine cleavage; A8MUK1; purified USP17, Ub-rhodamine cleavage fluorescence, 3 h; inhibition, % at 50 µM; 47,000 compounds, 6.5% hits; AID 1645855
USP8 block – inhibitors of human USP8 deubiquitinase; purified USP8, Ub-rhodamine cleavage fluorescence, 30 min; 47,000 compounds, 4.2% hits; AID 1645853; inhibition, % at 20 µM; P40818
Starred values were filed as active, the others as inactive; i = inactive; . = no result given. Rule as the data show it: active = inhibition above about 30%; inactive = the rest.

| OTUD3 inh | USP28 inh | USP8 block | USP30 inh | SMILES | USP10 inh | USP17 inh | USP7 block | UCHL1 inh |
| --- | --- | --- | --- | --- | --- | --- | --- | --- |
| 2 | 24 | 9 | -2 | COc1cc(NC(=O)CSc2ncnc3nc[nH]c23)cc(OC)c1 | 2 | 7 | 0 | 0 |
| 16 | . | 0 | . | CCC(C(=O)NCc1ccccc1)N1C(=O)CCn2nc(C)cc21 (stereo not drawn) | -1 | 7 | 3 | 0 |
| -9 | -7 | -10 | -25 | Cc1noc(C)c1CN1CCC(NC(=O)c2ccc3cc[nH]c3c2)CC1 | -5 | -20 | -2 | -4 |
| -45 | -56 | 21 | -217 | O=C1CCCC[C@]2(CN(Cc3ccc(N4CCCCC4)cc3F)C[C@H]2c2ccccn2)N1 | 0 | -4 | 3 | 1 |
| -9 | -3 | 85* | -10 | CCCCN(C)c1ccc2nnc(CCc3nc(-c4cc(OC)cc(OC)c4)no3)n2n1 | -5 | 24 | -26 | 9 |
| 7 | 1 | -2 | 3 | Cc1oc(-c2[nH]ncc2C(=O)N2CCCC2)cc1S(=O)(=O)N(C)C | 1 | 0 | 0 | 0 |
| 1 | 16 | 24 | -1 | Cc1nc(-c2ccc(C)c(S(=O)(=O)NC3CCCC3)c2)cs1 | 0 | 12 | 0 | 1 |
| -18 | -13 | 27 | -71 | CN(C)S(=O)(=O)c1ccc(N/C=C/c2ncc(C(F)(F)F)cc2Cl)cc1 | -3 | -8 | -1 | 1 |
| -5 | -13 | -11 | -64 | O=C(O)Cn1ncc2c1-c1ccoc1CC2 | -3 | -46 | -8 | -5 |
| 0 | -5 | -15 | 1 | O=C(c1cnc(C2CC2)nc1)N1C[C@H]2CC(Oc3ccccc3)C[C@H]2C1 (stereo partly drawn) | 0 | . | -8 | -1 |
| 13 | 14 | -1 | 16 | CC1CCN(c2nc3c(c(=O)[nH]2)CN(Cc2cccnc2)CC3)CC1 | 2 | 18 | 3 | 2 |
| -4 | -9 | -192 | -20 | Cc1noc(C)c1CSc1ncccc1C(=O)Nc1ccnn1C(C)c1ccncc1 (stereo not drawn) | -4 | -38 | -3 | -6 |
| -16 | -18 | -3 | -73 | CSCC[C@H](NC(=O)[C@@H]1Cc2c([nH]c3ccccc23)C2c3ccccc3C(=O)N21)C(=O)NCc1ccc(F)cc1 (stereo partly drawn) | -13 | -22 | -6 | -2 |
| 10 | 14 | -45 | 26 | O=C(Cn1c(=O)[nH]c2ccccc2c1=O)NCC1CCC(C(=O)NCC2CCC(C(=O)O)CC2)CC1 (stereo not drawn) | 0 | 3 | 4 | 0 |
| -1 | -5 | -23 | -61 | COc1ccccc1CNCc1ccc(-c2cccc(C(=O)O)c2)o1 | -1 | -39 | -1 | -1 |
| 8 | 1 | -6 | -3 | CC(=O)Nc1ccc(OCC(=O)N2CCN(c3ccccc3)CC2)nc1 | -2 | 4 | 0 | -1 |
| -2 | -11 | -253 | -27 | Cc1noc(C)c1CN1CCC2(CC(Nc3ncc(F)cn3)CO2)C1 (stereo not drawn) | -2 | -53 | -5 | -3 |
| 14 | 26 | 20 | 20 | CSCCC(Nc1nc(Cc2ccccc2)nc2sc3c(c12)CCCC3)C(=O)O (stereo not drawn) | 17 | 24 | -11 | 3 |
| 3 | . | 3 | . | O=C1COc2ccc(C(=O)c3ccccc3C(=O)NC3CC3)cc2N1 | 5 | 4 | 5 | 5 |
| -40 | -48 | -75 | -265 | O=[N+]([O-])c1ccc(N2CCc3ccccc32)cc1 | -3 | -46 | -56 | -17 |
| -68 | -54 | -22 | -252 | Cc1ccc(NC(=O)C2Nc3ccccc3S(=O)(=O)N2)cc1F (stereo not drawn) | -3 | -10 | 3 | -1 |
| -183 | -262 | -245 | i | COC(=O)C1C(c2ccc(Cl)cc2Cl)C2(C(=O)c3ccccc3C2=O)C2C=Cc3ccccc3N12 (stereo not drawn) | -4 | -168 | -151 | -151 |
| 2 | 2 | -58 | 0 | O=C(Nc1ccc(N2CCN(C3CCCCC3)C2=O)nc1)c1cccnc1 | 0 | -9 | 1 | 2 |
| 7 | 11 | -109 | -9 | Cc1ccc(C(CC(=O)N2CCN(c3ncccn3)CC2)n2cccc2)cc1 (stereo not drawn) | -1 | -10 | 0 | 4 |
| 3 | -13 | 0 | 12 | O=C1c2nc3cc(-c4ccccc4)[nH]n3c(=O)c2CN1C1CCCCC1 | 1 | -4 | -1 | 0 |
| 13 | 15 | 0 | 28 | O=C1NCC2(CCC(C(=O)N3CCC(O)CC3)CC2)Oc2ccc(Cl)cc21 (stereo not drawn) | 0 | 16 | 4 | 1 |
| 7 | 5 | -109 | 8 | CC(=O)N[C@@H]1C[C@H](c2ccc(F)cc2)O[C@@H]2CCC[C@@H]12 | -2 | 5 | -1 | -1 |
| 15 | 5 | -1 | 18 | Cc1ccc(CNC(=O)CSc2nnc(-c3ccncc3)o2)cc1 | 1 | -1 | 2 | -1 |
| 15 | 8 | 18 | 14 | CCN(CCCNC(=O)CCc1nnc2n(Cc3ccc(Cl)cc3)c(=O)c3ccccc3n12)c1cccc(C)c1 | 3 | . | -7 | 4 |
| -14 | -15 | -7 | -17 | CCOc1ccc(OCC)c(S(=O)(=O)N2CCN(c3nc(C)cc(N(C)C)n3)CC2)c1 | -2 | -10 | 5 | 1 |
| 3 | 73* | 6 | 10 | Cc1cc(C)n2nc(CNc3cccc(Cl)c3)nc2n1 | 0 | 11 | 2 | 1 |
| 10 | 6 | 54* | 5 | CC(C)c1ccc(NC(=O)C2C3C=CC4(O3)C2C(=O)N(CCc2ccc(Cl)cc2)C4C(=O)NC2CCCCC2)cc1 (stereo not drawn) | 9 | 14 | 6 | 3 |
| -2 | -7 | 10 | 24 | CS(=O)(=O)c1cnc(N2CCCC2)nc1C1CCN(C(=O)c2cnccn2)CC1 | 2 | 2 | 2 | -2 |
| -1 | 1 | 3 | 2 | Cc1ccc(NC(=O)N2CCc3nc(CNC(=O)C4CCC4)n(C)c3C2)cc1 | 4 | 0 | 3 | -2 |
| 12 | 7 | 22 | 27 | CCN(CC)C(=O)Cn1c([C@H]2CCCO2)cc2cccnc21 | -1 | 5 | 6 | 3 |
| -8 | -7 | -2 | 10 | O=C(Nc1ccc(Cl)c(S(=O)(=O)N2CCOCC2)c1)c1cc(-c2ccccn2)nc2ccccc12 | 3 | -6 | 3 | 5 |
| -5 | -13 | -5 | -40 | O=C(c1ccc2nc(-n3cccc3)sc2c1)N1CCC[C@H]1CO | -1 | 0 | -10 | -1 |
| -3 | -4 | -10 | -6 | Cc1cc(F)ccc1NC(=O)c1cc(S(=O)(=O)N2CCCCCC2)cn1C | 2 | -9 | 0 | 0 |
| 1 | -8 | 2 | -3 | O=C(Cn1cc(C(=O)C(F)(F)F)c2cc(Br)ccc21)N1CCc2ccccc21 | 36* | 40* | 5 | -2 |
| 0 | 22 | 21 | 15 | CC(C)Cc1nc2oc3c(NCCCO)ncnc3c2c2c1CCCC2 | 1 | -2 | 1 | 6 |
| 9 | 42* | 6 | 15 | Cc1ccc(NC(=O)c2cc(C(C)C)on2)cc1C | 2 | 17 | -5 | 3 |
| 4 | -11 | -9 | 0 | CNc1cc(C)nc(C2COCCN2C(=O)c2cccc(OC)c2)n1 (stereo not drawn) | 3 | 1 | 8 | -2 |
| 0 | 0 | -5 | 3 | COc1ccc(NC(=O)c2cc(=O)[nH]c3ccccc23)cc1S(=O)(=O)N1CCOCC1 | 2 | -3 | 0 | -2 |
| -4 | -11 | -11 | -12 | Cc1nn(C(C)C)c(C)c1S(=O)(=O)N1CCN(C(=O)c2cnccn2)CC1 | 1 | -4 | 0 | 0 |
| -63 | -41 | -34 | -272 | CN(C)c1cnc(-n2cc(NC(=O)c3cccc(C#N)c3)cn2)nc1 | -4 | 12 | -16 | 0 |
| 8 | 5 | -2 | 19 | O=C(Cn1c(CN2CCOCC2)nc2ccccc21)N1CCCC1 | -1 | 2 | 2 | -1 |
| 2 | . | -13 | . | Cc1ncc(C(=O)NCc2ccco2)c(C)n1 | -4 | -14 | -2 | -2 |
| -10 | 8 | -17 | -33 | COc1ccc(C)cc1NC(=O)COC(=O)c1n[nH]c2ccccc12 | -2 | -1 | 11 | 6 |

A portion taken from the entries so far:
| OTUD3 inh | USP28 inh | USP8 block | USP30 inh | SMILES | USP10 inh | USP17 inh | USP7 block | UCHL1 inh |
| --- | --- | --- | --- | --- | --- | --- | --- | --- |
| 15 | 8 | 18 | 14 | CCN(CCCNC(=O)CCc1nnc2n(Cc3ccc(Cl)cc3)c(=O)c3ccccc3n12)c1cccc(C)c1 | 3 | . | -7 | 4 |
| -14 | -15 | -7 | -17 | CCOc1ccc(OCC)c(S(=O)(=O)N2CCN(c3nc(C)cc(N(C)C)n3)CC2)c1 | -2 | -10 | 5 | 1 |
| 3 | 73* | 6 | 10 | Cc1cc(C)n2nc(CNc3cccc(Cl)c3)nc2n1 | 0 | 11 | 2 | 1 |
| 10 | 6 | 54* | 5 | CC(C)c1ccc(NC(=O)C2C3C=CC4(O3)C2C(=O)N(CCc2ccc(Cl)cc2)C4C(=O)NC2CCCCC2)cc1 (stereo not drawn) | 9 | 14 | 6 | 3 |
| -2 | -7 | 10 | 24 | CS(=O)(=O)c1cnc(N2CCCC2)nc1C1CCN(C(=O)c2cnccn2)CC1 | 2 | 2 | 2 | -2 |
| -1 | 1 | 3 | 2 | Cc1ccc(NC(=O)N2CCc3nc(CNC(=O)C4CCC4)n(C)c3C2)cc1 | 4 | 0 | 3 | -2 |
| 12 | 7 | 22 | 27 | CCN(CC)C(=O)Cn1c([C@H]2CCCO2)cc2cccnc21 | -1 | 5 | 6 | 3 |
| -8 | -7 | -2 | 10 | O=C(Nc1ccc(Cl)c(S(=O)(=O)N2CCOCC2)c1)c1cc(-c2ccccn2)nc2ccccc12 | 3 | -6 | 3 | 5 |
| -5 | -13 | -5 | -40 | O=C(c1ccc2nc(-n3cccc3)sc2c1)N1CCC[C@H]1CO | -1 | 0 | -10 | -1 |
| -3 | -4 | -10 | -6 | Cc1cc(F)ccc1NC(=O)c1cc(S(=O)(=O)N2CCCCCC2)cn1C | 2 | -9 | 0 | 0 |
| 1 | -8 | 2 | -3 | O=C(Cn1cc(C(=O)C(F)(F)F)c2cc(Br)ccc21)N1CCc2ccccc21 | 36* | 40* | 5 | -2 |
| 0 | 22 | 21 | 15 | CC(C)Cc1nc2oc3c(NCCCO)ncnc3c2c2c1CCCC2 | 1 | -2 | 1 | 6 |
| 9 | 42* | 6 | 15 | Cc1ccc(NC(=O)c2cc(C(C)C)on2)cc1C | 2 | 17 | -5 | 3 |
| 4 | -11 | -9 | 0 | CNc1cc(C)nc(C2COCCN2C(=O)c2cccc(OC)c2)n1 (stereo not drawn) | 3 | 1 | 8 | -2 |
| 0 | 0 | -5 | 3 | COc1ccc(NC(=O)c2cc(=O)[nH]c3ccccc23)cc1S(=O)(=O)N1CCOCC1 | 2 | -3 | 0 | -2 |
| -4 | -11 | -11 | -12 | Cc1nn(C(C)C)c(C)c1S(=O)(=O)N1CCN(C(=O)c2cnccn2)CC1 | 1 | -4 | 0 | 0 |
| -63 | -41 | -34 | -272 | CN(C)c1cnc(-n2cc(NC(=O)c3cccc(C#N)c3)cn2)nc1 | -4 | 12 | -16 | 0 |

Further structures follow:
| OTUD3 inh | USP28 inh | USP8 block | USP30 inh | SMILES | USP10 inh | USP17 inh | USP7 block | UCHL1 inh |
| --- | --- | --- | --- | --- | --- | --- | --- | --- |
| 9 | 11 | 20 | 54* | c1ccc(-n2nnc(-c3noc(-c4cccnc4)n3)c2-c2ccncc2)cc1 | -2 | 16 | -3 | 1 |
| 16 | -4 | -6 | 10 | N#Cc1ccccc1NC(=O)C#Cc1ccccc1 | 7 | 8 | 0 | -2 |
| 12 | 4 | -7 | 6 | CCOc1cccc(C(=O)Nc2nc(-c3ccc(OCC)c(OC)c3)ns2)c1 | -4 | 18 | 0 | 1 |
| 6 | 12 | 4 | 21 | Cc1ccc(NC(=O)CN2C(=O)COc3cc(S(=O)(=O)N4CCCC4)ccc32)c(Cl)c1 | -1 | -5 | -7 | -1 |
| 9 | 11 | 2 | 10 | Cc1cc(C)n(-c2nc3c(c(=O)n2CC(=O)Nc2cc(C)on2)CCCC3)n1 | -4 | 2 | 2 | 2 |
| 4 | -7 | 0 | 12 | O=c1[nH]c(CN2CCN(c3ccccc3)CC2)nc2ccccc12 | 3 | 2 | -4 | 0 |
| 1 | -1 | 12 | 0 | O=C(NC1CCCCC1)c1nc(Cn2cnc3ccccc3c2=O)no1 | 3 | 14 | 0 | -1 |
| 6 | 2 | -4 | 5 | COCc1cc(=O)n2c(n1)N(Cc1ccccc1C(F)(F)F)CC2 | 2 | 0 | 2 | 3 |
| 8 | 27 | 2 | 29 | CCCCNc1ncnc2c1c(C)c(C)n2Cc1cccnc1 | 2 | 5 | -5 | 2 |
| -14 | 16 | -8 | -44 | NC(=O)COC(=O)c1cccnc1Nc1cccc(C(F)(F)F)c1 | 2 | -13 | -10 | 1 |
| 1 | . | -3 | . | Cn1c(=O)c(C(=O)NCc2ccc(F)cc2)nc2ccccc21 | -2 | -9 | 1 | 1 |

Screening data deposited in PubChem by Dana-Farber Cancer Institute and Novartis Institutes for BioMedical Research (Cambridge, Mass).
